Peg3 promoter: Peg3 promoter-driven luciferase inhibitors, primary screen, cell-based, HeLa, luciferase luminescence; HeLa PEG-Prom luciferase reporter, overnight; inhibition, % at 20 µM; 360,000 compounds, 1.7% hits; AID 588405, 2011;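 active = inhibition of at least 50% at 20 µM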
Vif inh: HIV Vif self-association inhibitors, primary screen, imaging, HEK293T, single point. HEK293T cells, Vif self-association by quenched fluorescence, 24 h. inhibition, % at 7.49 µM. 340,000 compounds, 0.35% hits; in the data active = inhibition above about 50%, passing the limit was not always enough; also: some results filed as inactive read as strong as hits
PDI turbidity: inhibitors of human PDI, primary screen, biochemical, turbidity, single point, plate reader; Protein disulfide-isomerase (Homo sapiens), P07237; PDI insulin aggregation turbidity, A650, 90 min; inhibition, % at 10 µM; 350,000 compounds, 0.052% hits; AID 588391, 2011;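 active = mean inhibition across replicates of 30% or more, whatever share of single replicates reach that level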;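 also: absorbance from insulin aggregation driven by PDI reduction with DTT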
Target sequence (P07237 whole entry, looked up): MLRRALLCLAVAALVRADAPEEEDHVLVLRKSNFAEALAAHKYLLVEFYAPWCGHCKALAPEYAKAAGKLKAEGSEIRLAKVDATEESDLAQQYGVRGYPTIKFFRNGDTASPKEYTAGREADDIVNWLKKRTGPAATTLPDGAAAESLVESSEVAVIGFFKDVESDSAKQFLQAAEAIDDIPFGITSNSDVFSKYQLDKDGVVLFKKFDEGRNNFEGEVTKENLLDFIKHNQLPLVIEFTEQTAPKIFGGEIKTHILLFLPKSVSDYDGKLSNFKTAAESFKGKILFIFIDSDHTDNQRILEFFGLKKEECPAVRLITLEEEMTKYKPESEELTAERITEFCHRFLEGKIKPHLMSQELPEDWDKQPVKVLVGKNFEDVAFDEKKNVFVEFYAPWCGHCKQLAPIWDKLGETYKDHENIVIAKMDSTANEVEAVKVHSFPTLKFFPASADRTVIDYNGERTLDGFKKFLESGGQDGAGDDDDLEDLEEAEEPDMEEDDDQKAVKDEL
HIF-2a block: HIF-2a reporter inhibitors, primary screen, luminescence, 786-0 RCC cells | AID 624352, 2012 | 360,000 compounds, 0.72% hits | 786-0 RCC cells HIF-2a reporter, luciferase luminescence, overnight | inhibition, % at 18.8 µM;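 active = inhibition of the luminescence signal of 40% or more relative to plate controls, in a single-dose primary screen at 18.75 µM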
Granule exo inh: LAMP-1 surface exposure blockers, TALL-104 cells – cell-based, flow cytometry, MLPCN library, primary screen; TALL-104 LAMP-1 surface exposure; cells stimulated with thapsigargin and PMA; inhibition, % at 10 µM; 360,000 compounds, 0.66% hits;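 active = inhibition above about 55%, limit read from the data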
aDG glyco up: activators of alpha-DG glycosylation, primary screen, uHTS, Pro5-aDG cells, AlphaScreen | activation, % at 10 µM | 360,000 compounds, 0.22% hits | alpha-DG glycosylation AlphaScreen (IIH6); 0% Pro5, 100% B10-LARGE cell signal;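 active = activation of at least 8% versus controls, or a plate z-score of at least 8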;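 also: Pro5 are CHO cells carrying HIG-tagged alpha-DG that lacks glycosylation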
NR2E3 ag-1: inhibitors of NR2E3-RetCOR corepressor binding, primary screen, NR2E3 agonist project, biochemical, TR-FRET, GST-NR2E3, biotin-RetCOR. Photoreceptor-specific nuclear receptor (Homo sapiens), Q9Y5X4. 1536-well. inhibition of corepressor binding, % at 4.78 µM. 320,000 compounds, 0.12% hits. AID 2300, 2010;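 active = percent inhibition above the cutoff of mean plus 3 SD of all tested compounds, set per screening campaign, cut at about 20% in these data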;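 also: 0% = DMSO wells and 100% = biotin wells as full block of FRET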
Target sequence (Q9Y5X4 whole entry, looked up): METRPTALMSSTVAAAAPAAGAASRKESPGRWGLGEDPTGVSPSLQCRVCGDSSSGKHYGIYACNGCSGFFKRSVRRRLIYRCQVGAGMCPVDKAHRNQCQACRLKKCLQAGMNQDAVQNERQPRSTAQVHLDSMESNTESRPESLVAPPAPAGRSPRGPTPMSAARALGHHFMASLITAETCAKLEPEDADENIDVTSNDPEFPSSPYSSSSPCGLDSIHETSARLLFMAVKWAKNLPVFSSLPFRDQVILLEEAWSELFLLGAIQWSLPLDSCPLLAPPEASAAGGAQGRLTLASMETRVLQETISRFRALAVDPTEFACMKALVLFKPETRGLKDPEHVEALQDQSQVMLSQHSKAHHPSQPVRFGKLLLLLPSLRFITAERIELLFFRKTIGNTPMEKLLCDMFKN
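System: GST-tagged NR2E3 plus biotinylated RetCOR corepressor; Amount: 1.35 nM GST-tagged NR2E3 final; Dosing: single nominal compound dose of 4.8 µM; Schedule: 5 h incubation at 4 °C; Technique: TR-FRET with europium anti-GST and streptavidin-D2, 340 nm excitation; Controls: biotin wells as high control, 0.6% DMSO wells as low control.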
CaV13 FRET inh: Primary screen for inhibitors of IQ motif and Ca2+-dependent inactivation inhibitor domain binding in CACNA1D, Förster resonance energy transfer in living cells, …; 340,000 compounds, 0.098% hits; inhibition, % at 12.3 µM; AID 743397; HEK cells, CFP/YFP FRET ICDI-IQ, plate reader, 10 min; percent FRET-ratio fall versus neutral wells;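 active = mean replicate inhibition of at least 30% and at least 1% of replicates passing that level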;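 also: 0% = median of the neutral control wells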
NR2E3 ag-2: NR2E3 agonists in two-hybrid cells, primary screen, cell-based, luminescence, CHO-S, Gal4-NCOR/VP16-NR2E3. luciferase. inhibition of corepressor binding, % at 3.98 µM. 360,000 compounds, 0.35% hits. AID 602229, 2012;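 active = inhibition above the mean of all tested compounds plus 3 SD, cut at about 70% in these data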;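 also: 0% = DMSO with NR2E3 transfected cells and 100% = cells lacking NR2E3 construct; higher means lower luciferase signal from less NR2E3 corepressor binding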
MITF TRPM1 inh: inhibitors of MITF-dependent TRPM1 promoter reporter, primary screen, cell-based, SK-MEL-5, single point, luciferase | SK-MEL-5 TRPM1 promoter luciferase, 24 h | 330,000 compounds, 0.83% hits | inhibition, % at 12.5 µM;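 active = mean inhibition across replicates of 60% or more, whatever share of single replicates reaches that level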; also: values of inactives mirror those of a sister screen read the other way
hiPSC survival: enhancers of single-cell hiPSC survival, primary screen, ATPlite luminescence; 100% = ROCK inhibitor wells, 0% = DMSO; survival enhancement, % at 20 µM; 360,000 compounds, 0.044% hits; AID 602274, 2012; in the data active = survival enhancement above about 18%;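 also: cells exposed to compounds for 16 hours before the ATP read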
* = called active by the depositor; . = not tested or not shown. Compounds as they come. Share with any hit: about 3.5%.

SMILES	Peg3 promoter	Vif inh	PDI turbidity	HIF-2a block	Granule exo inh	aDG glyco up	NR2E3 ag-1	CaV13 FRET inh	NR2E3 ag-2	MITF TRPM1 inh	hiPSC survival
Cc1nccn1-c1c([N+](=O)[O-])c(=O)n(C)c2ccccc12	14	16	-6	18	0	0.0	-2	-5	-3	-3	0.9
CC(=O)Nc1ccc(S(=O)(=O)Nc2ccc3c(c2)CCC3)cc1	15	-9	6	14	0	0.3	4	-7	51	7	0.1
Cc1cccc(-n2c(SCC(=O)N3CCCC3)nnc2-c2ccccn2)c1C	10	26	4	5	2	0.1	0	.	4	5	-0.9
Cc1nc(N)nc(N/N=C/c2ccccc2)n1	-6	-1	1	-16	5	-0.1	-3	-2	-31	-7	-0.6
COC(=O)c1ccc(Cn2c(CN3CCOCC3)nc3ccccc3c2=O)o1	16	.	1	15	-2	0.6	2	-8	-9	16	1.5
CCCCC(=O)OCC(=O)C1(O)Cc2c(O)c3c(c(O)c2C(OC2CC(NC(=O)C(F)(F)F)C(O)C(C)O2)C1)C(=O)c1c(OC)cccc1C3=O (configuration not stated)	74*	-4	11	-13	-9	-0.6	.	-5	-17	61*	-4.1
COc1ccccc1-n1cc(-c2ccc([N+](=O)[O-])cc2)[nH]c1=S	1	-1	-7	-25	0	0.2	2	-19	1	-12	1.3
Nc1nc(-c2ccc3c(c2)CCO3)cs1	-119	-4	2	-156	-1	-0.3	-2	-6	-64	-51	-0.6
CCn1cc(C(=O)N2CC(C)CC(C)C2)c(=O)c2cc(S(=O)(=O)N(C)C)ccc21 (configuration not stated)	-12	-5	.	3	3	-0.3	-1	-5	15	-4	0.8
CCOC(=O)c1sc(NC(=O)CSc2nc(C)cc(C(F)(F)F)n2)c(C#N)c1C	10	-3	13	2	0	0.1	0	-2	8	13	3.9
COP1(=O)C=C[C@H](N(Cc2ccccc2)S(=O)(=O)c2ccccc2[N+](=O)[O-])[C@@H](C)O1 (some centres not stated)	-11	30	-1	-5	-2	0.4	-1	-11	-23	-5	3.0
Cc1ccc2cc(C(c3nnnn3CC3CCCO3)N3CCCC4(CCCCC4)C3)c(=O)[nH]c2c1 (configuration not stated)	16	.	-3	15	2	0.1	.	-4	14	3	-2.1
CCOC(=O)C1OC2(CCCC2)OC1C(=O)OCC (configuration not stated)	11	3	-1	8	-11	-0.2	.	-6	-6	12	2.6
CC1(C)Cc2c(sc3ncn(N)c(=N)c23)CO1	13	7	7	20	-1	0.2	1	.	11	-6	0.7
Cn1c(N)c(C(=O)CSc2nnc(C3CC3)n2-c2ccccc2)c(=O)[nH]c1=O	20	1	-8	12	0	-0.1	.	-7	-16	3	1.7
COc1ccc(OCc2cc(C(=O)NCC(C)(C)N3CCOCC3)no2)c(Cl)c1	-5	0	-2	-35	2	-0.3	2	-5	-23	-5	-0.4
CCOc1ccccc1NC(=O)c1cccc(NC(=O)C(C)C)c1	-7	-2	4	-14	-2	0.6	2	-3	7	0	-0.5
COCCN(C(=O)c1ccccc1F)c1c(N)n(Cc2ccccc2)c(=O)[nH]c1=O	7	19	1	13	-1	-0.2	4	3	-14	13	0.8
Nc1cc(C(F)(F)F)ccc1NCCc1ccccn1	-10	-9	-5	-8	6	0.3	0	-16	-19	-6	-0.6
Cc1ccc(NC(=O)COC(=O)Cc2cccs2)cc1S(=O)(=O)N1CCOCC1	-8	5	4	3	-8	-0.2	0	-5	0	1	1.5
O=C(CSc1n[nH]c(=O)n1Cc1ccccc1)Nc1ccc(F)c(F)c1F	22	-21	-10	10	-9	-0.1	5	-5	0	3	1.9
CCCOC(=O)c1ccc(Oc2cn[nH]c2-c2ccc(O)cc2O)cc1	9	-7	0	21	20	1.3	2	-13	58	3	-0.5
COc1ccc(C(=O)OCn2nnc3ccccc3c2=O)cc1[N+](=O)[O-]	16	5	0	13	-1	-0.2	0	-5	-10	9	-0.6
Cc1ccc(S(=O)(=O)NC(CC(=O)O)c2ccc(F)cc2)cc1 (configuration not stated)	12	10	-1	14	6	-0.1	1	-2	-20	15	2.0
C=C(C)C(=O)Nc1cccnc1Oc1ccc(F)cc1	-1	15	14	14	20	-0.1	-2	-12	-12	-10	0.2
O=C(CN1CCN(c2ccc(C(F)(F)F)cn2)CC1)Nc1ccc2c(c1)OCO2	7	17	-30	6	2	0.0	1	-5	-15	0	0.0
COc1ccc2[nH]c3nc(SC(C)C)nnc3c2c1	-139	-5	6	-161	-5	0.3	-3	.	-148	6	-2.0
COc1ccc(CCNC(=O)NC2CCCCC2)cc1	-15	2	-7	-19	1	0.0	-2	-4	-6	-3	-0.9
COC(=O)CNC(=O)c1cc(-c2ccncc2)nc2ccccc12	5	2	-24	7	-6	0.0	2	-2	0	9	-0.5
C=CCNC(=O)NC(=O)COC(=O)CNS(=O)(=O)c1ccc(F)c(F)c1F	7	0	12	9	4	0.1	9	-7	-2	-4	4.7
CCc1ccc(OCC(=O)N/N=C(\C)c2ccccc2OC(F)F)cc1	19	.	3	16	-2	0.2	3	-5	-3	1	2.1
FC(F)c1nc2nc(Cl)c(Cl)nc2[nH]1	-7	1	-2	4	2	0.3	.	-5	-28	.	-1.0
O=C(c1ccc(Cn2c(=S)[nH]c3ccc(N4CCOCC4)cc3c2=O)cc1)N1CCC(N2CCCCC2)CC1	-13	13	0	-10	0	0.0	3	-3	-4	3	0.0
COc1ccc(CC(=O)N2CCCc3ccccc32)cc1	-47	-9	6	-34	2	-0.1	-1	-4	-33	3	1.2
CCC(CO)Oc1cc(NCc2ccncc2)c2ncn(C(C)C)c2c1 (configuration not stated)	6	3	-3	6	-3	0.1	.	-6	7	9	2.4
CC(OC(=O)c1ccc(=O)n(Cc2ccccc2)n1)C(=O)Nc1cccc(Cl)c1 (configuration not stated)	2	6	8	6	4	-0.1	6	-6	-19	-2	-0.4
CCn1c(=NC(=O)c2ccc(S(=O)(=O)N(C)C)cc2)sc2cccc(OC)c21	-3	4	-5	8	6	0.0	2	2	-15	6	2.7
Cc1cccc(NC(=O)c2cc3ccccc3c(=O)o2)n1	-145	9	2	-237	-7	0.0	1	-3	-81	-55	-0.9
CCc1ccccc1S(=O)(=O)Cc1ccc(C(=O)N2CCN(c3ccccc3OC)CC2)o1	5	-29	1	16	1	-0.2	2	55*	7	15	-0.8
O=C(Nc1ccc(NC(=O)c2ccco2)c(Cl)c1)c1ccccc1	-172	1	-1	-285	-6	0.6	0	4	-21	-77	1.5

3 of the compounds above, with two lines to a compound.
Sequence of screens – Peg3 promoter	Vif inh	PDI turbidity	HIF-2a block	Granule exo inh	aDG glyco up	NR2E3 ag-1	CaV13 FRET inh	NR2E3 ag-2	MITF TRPM1 inh	hiPSC survival
> COc1ccc2[nH]c3nc(SC(C)C)nnc3c2c1
 : -139	-5	6	-161	-5	0.3	-3	.	-148	6	-2.0
> C=CCNC(=O)NC(=O)COC(=O)CNS(=O)(=O)c1ccc(F)c(F)c1F
 : 7	0	12	9	4	0.1	9	-7	-2	-4	4.7
> CCc1ccc(OCC(=O)N/N=C(\C)c2ccccc2OC(F)F)cc1
 : 19	.	3	16	-2	0.2	3	-5	-3	1	2.1

Later entries:
SMILES	Peg3 promoter	Vif inh	PDI turbidity	HIF-2a block	Granule exo inh	aDG glyco up	NR2E3 ag-1	CaV13 FRET inh	NR2E3 ag-2	MITF TRPM1 inh	hiPSC survival
CC12CCC(=O)C=C1CCC1C2C(O)CC2(C)C1CCC2(O)C(O)CO (configuration not stated)	11	24	.	17	-7	-0.2	.	.	17	.	1.7
CC(C)(C)c1ccc(/C=C/C(=O)c2ccc(NC3=NCCCS3)cc2)cc1	-13	2	17	2	12	0.5	-2	-15	-3	16	-1.8
COc1cccc(/C=C2/SC(=O)N(CC(=O)N3CCc4ccccc4C3)C2=O)c1OCC(=O)O	7	-2	-28	9	1	0.0	-1	-5	-28	16	-0.4
CCCC(=O)NC(c1ccc(Cl)cc1)c1ccc2cccnc2c1O (configuration not stated)	57*	30	-7	25	7	-0.2	1	-6	-2	75*	-0.5
CN(CC(=O)N1CCN(Cc2ccccc2)CC1)S(=O)(=O)c1cccc2nsnc12	15	-1	-1	10	2	-0.2	2	-3	4	1	2.2
Cc1ccccc1-c1nc2c(s1)CCc1onc(-c3cccc([N+](=O)[O-])c3)c1-2	-13	-3	-7	-4	3	-0.2	0	-10	0	4	0.4
O=C(Cc1cccc2ccccc12)N1CCN(c2ncccn2)CC1	29	3	-9	4	-1	0.2	1	-5	8	2	-2.6
CC1CCCCN1S(=O)(=O)c1cn(C)c(=O)n(C)c1=O (configuration not stated)	-2	11	.	10	6	0.0	4	-6	10	.	-0.4
CC(=O)c1ccc(OCC(O)CN2CCN(Cc3ccccc3)CC2)cc1 (configuration not stated)	-1	16	4	-4	-6	0.0	0	.	-7	-3	-1.5
O=S(=O)(c1ccc(NC(=S)Nc2ccc3c(c2)OCO3)cc1)N1CCOCC1	-54	-13	21	-19	-3	-0.2	1	-6	-47	-3	-2.6
O=[N+]([O-])c1ccc(-c2csc(N/N=C/c3cccnc3)n2)cc1	-17	22	11	-15	-1	0.4	-3	-19	-36	-9	0.8
Cc1ccc(-c2noc(COC(=O)c3ccco3)n2)cc1	-75	9	-4	-93	0	-0.1	0	-5	-25	-73	-0.4
C/C(=N/NC(=O)CNC(=O)c1cccnc1)c1ccco1	-2	-6	-2	20	5	-0.1	1	-20	15	2	-0.2
O=C(NC(C(=O)c1ccccc1)N1CCOCC1)c1cccs1 (configuration not stated)	-60	.	-5	-104	3	-0.1	5	.	-17	-10	-0.1
C[C@@H]1CN([C@@H](C)CO)C(=O)CCCn2nncc2CO[C@H]1CN(C)S(=O)(=O)c1ccccc1F	4	1	-21	6	2	0.3	.	-4	-14	.	-2.2
COc1ccc(C(=O)O)cc1S(=O)(=O)NCCCN1CCCC1=O	2	-9	0	15	-2	0.1	3	-3	-3	0	-3.9
CCOC(=O)/C=C1\SCC(=O)N1CC(=O)NCCc1ccc(F)cc1	15	29	-1	18	3	-0.1	2	-4	-42	-2	1.4
CCc1nc(CNC(=O)c2cc(OC)c(OC)c(OC)c2)no1	-4	2	-6	11	0	-0.2	-2	-4	-21	-5	3.9
O=C1C(Cl)=C(N2CCN(Cc3ccccc3)CC2)C(=O)N1Cc1ccccc1	44	-12	-4	40*	1	-0.4	-4	-5	5	4	0.3
N#Cc1cc2c(nc1SCc1cccc(Cl)c1)CCCCC2	-3	.	10	7	1	0.0	1	-4	7	-14	2.6
